Ba/F3 V617F tox – reduced viability of JAK2V617F-dependent Ba/F3 cells, primary screen, JAK2V617F inhibitor project, cell-based, Ba/F3 EpoR-JAK2V617F, luminescence; ATP luminescence; inhibition, % at 5.6 µM; 220,000 tested, 1.1% active; AID 1446, 2008;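 active = inhibition above the campaign mean plus 3 SD over all tested compounds, cut at about 24% in these data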;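 note: cytokine-independent growth of Ba/F3 cells driven by EpoR plus mutant JAK2; 0% = DMSO-treated cells and 100% = JAK inhibitor I control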
Furin inhibitor – human furin inhibitors, primary screen, biochemical, fluorescence intensity; purified furin, fluorogenic substrate cleavage; inhibition, % at 30 µM; 220,000 tested, 0.061% active; P09958; in the data active = inhibition above about 25%; note: inactives centre near -15
p97 ATPase inh – inhibitors of human p97 ATPase, primary screen, biochemical | 220,000 tested, 0.42% active | recombinant p97 ATPase, Kinase-Glo ATP luminescence, 3 h | inhibition, % at 8 µM | Transitional endoplasmic reticulum ATPase (Homo sapiens), P55072; in the data active = inhibition above about 15%;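 note: 0% = DMSO vehicle and 100% = wells lacking enzyme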
BaF3 parental – parental Ba/F3 cell viability inhibition, counter-screen for JAK2V617F inhibitor project, murine pro-B, CellTiter-Glo luminescence | CellTiter-Glo ATP luminescence | inhibition, % at 5.6 µM | 220,000 tested, 1.1% active | AID 1486, 2009;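 active = inhibition above a per-campaign cutoff, the mean inhibition of all tested compounds plus 3 SD, cut at about 27% in these data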;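 note: 0% = DMSO wells and 100% = JAK Inhibitor I control wells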
NCF1 inh – p47phox/p22phox peptide binding inhibitors, primary screen, biochemical, uHTS, NADPH oxidase regulatory subunit | Neutrophil cytosol factor 1 (Homo sapiens), P14598 | fluorescence polarization, 2 h | inhibition, % at 24.7 µM | 220,000 tested, 0.53% active | AID 1274, 2008;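 active = inhibition above about 30%, limit read from the data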;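 note: 0% = p47phox with labelled peptide and 100% = labelled peptide alone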
Target sequence (P14598 whole entry, looked up): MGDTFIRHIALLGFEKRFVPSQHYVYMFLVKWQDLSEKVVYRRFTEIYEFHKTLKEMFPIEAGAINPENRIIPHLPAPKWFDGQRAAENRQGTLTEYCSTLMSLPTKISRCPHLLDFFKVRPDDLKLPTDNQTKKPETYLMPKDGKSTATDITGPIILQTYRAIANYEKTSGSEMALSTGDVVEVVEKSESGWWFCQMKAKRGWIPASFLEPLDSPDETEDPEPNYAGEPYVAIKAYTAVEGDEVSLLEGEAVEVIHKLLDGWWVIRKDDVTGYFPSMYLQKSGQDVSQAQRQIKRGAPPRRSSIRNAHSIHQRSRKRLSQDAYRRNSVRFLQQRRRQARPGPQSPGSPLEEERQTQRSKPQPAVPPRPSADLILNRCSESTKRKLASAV
PPC-1+TRAIL kill – compounds killing PPC-1 cancer cells with TRAIL present, primary screen, TRAIL potentiator project, ATPLite luminescence, uHTS. PPC-1 cells + TRAIL, ATPLite viability luminescence. cell killing (% activity), % at 4 µM. 220,000 tested, 0.41% active;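 active = cell killing above 50% in the first pass at 4 µM, then a duplicate retest at 5 µM averaging 50% or more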;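 note: plate controls were cells with TRAIL plus DMSO for no effect and medium-only wells lacking cells for full effect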
EP2 antag – human EP2 receptor antagonists, primary screen, TR-FRET cAMP, C6 glioma cells; Prostaglandin E2 receptor EP2 subtype (Homo sapiens), P43116; C6 glioma cells expressing human EP2; cells stimulated with saturating PGE2; inhibition, % at 25 µM; 260,000 tested, 0.52% active;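 active = percent inhibition above 40 after rounding to a whole number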;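 note: rat C6 glioma host cells with rolipram phosphodiesterase inhibitor present; the protocol text gives 20 µM as final concentration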
Target sequence (P43116 whole entry, looked up): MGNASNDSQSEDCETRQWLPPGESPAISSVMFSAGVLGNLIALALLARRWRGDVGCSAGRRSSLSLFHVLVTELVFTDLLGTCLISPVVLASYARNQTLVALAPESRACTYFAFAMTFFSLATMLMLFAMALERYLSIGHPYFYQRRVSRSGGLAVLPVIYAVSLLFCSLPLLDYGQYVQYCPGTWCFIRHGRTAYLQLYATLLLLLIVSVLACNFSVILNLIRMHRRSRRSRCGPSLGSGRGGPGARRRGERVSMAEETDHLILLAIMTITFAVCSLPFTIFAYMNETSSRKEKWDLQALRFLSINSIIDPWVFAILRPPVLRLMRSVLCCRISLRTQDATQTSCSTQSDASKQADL
RBBP9 inh – human RBBP9 inhibitors, primary screen, biochemical, fluorescence polarization, FP-Rh probe, HTS | 220,000 tested, 0.2% active | inhibition, % at 7.94 µM | recombinant RBBP9 | Serine hydrolase RBBP9 (Homo sapiens), O75884;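 active = inhibition above the campaign mean of all tested compounds plus 3 SD, cut at about 14% in these data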;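 note: plate controls were DMSO wells with RBBP9 for no effect and wells lacking RBBP9 protein for full effect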
Target sequence (O75884 whole entry, looked up): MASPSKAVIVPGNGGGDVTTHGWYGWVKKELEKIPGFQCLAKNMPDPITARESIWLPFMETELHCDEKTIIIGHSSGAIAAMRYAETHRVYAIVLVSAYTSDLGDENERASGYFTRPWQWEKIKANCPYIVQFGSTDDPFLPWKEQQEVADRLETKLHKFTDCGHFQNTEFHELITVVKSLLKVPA
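Assay system: recombinant human RBBP9; Reagent: Serine-hydrolase probe FP-Rh, 375 nM pre-mixing; Doses: 7.94 µM single dose, 0.794% DMSO; Incubation: 30 min then 45 min, 25 °C; Detection: fluorescence polarization (mP), excitation 525 nm, emission 598 nm; Evaluation: percent inhibition from mP, scaled between DMSO and no-protein wells.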
TbHK1 inh – Trypanosoma brucei hexokinase 1 inhibitors, primary screen, biochemical, G6PDH-coupled NADH absorbance, MLSCN library; hexokinase 1 [Trypanosoma brucei]; recombinant TbHK1, G6PDH-coupled NADH A340; inhibition, % at 10 µM; 220,000 tested, 0.11% active;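 active = inhibition of 50% or more in the single-dose primary screen; inactive = inhibition below 50%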
* marks the source's active call; other numbers are inactive results; . = no result given; [ ] = remark or other dose. Not all compounds are listed; rates above refer to the full screens.

[1] O=C1CC(N2CCN(c3ccccc3)CC2)C(=O)N1c1ccc2c(c1)OCCO2 (stereo not given)
[2] CC(=O)c1cccc(NC(=O)c2cnn3ccccc23)c1
[3] CCc1ccc(C2c3[nH]c4ccccc4c3CCN2C(=O)c2ccc(=O)n(C)n2)cc1 (stereo not given)
[4] Cc1ccc(S(=O)(=O)NCCC(c2ccc(F)cc2)c2ccco2)cc1 (stereo not given)
[5] [O-]/[N+](=C/c1ccc(F)cc1)c1ccccc1
[6] CSc1cccc(CN2CCN(Cc3ccccc3)C(CCO)C2)c1 (stereo not given)
[7] CC1=NN(c2ccc(C)cc2C)C(=O)C1C(c1ccccc1)C1C(=O)N(c2ccc(C)cc2C)N=C1C (stereo not given)
[8] COC(=O)c1cc(Br)ccc1NC(=O)Nc1ccccc1
screen / no. | 1 | 2 | 3 | 4 | 5 | 6 | 7 | 8
Ba/F3 V617F tox | -3 | 1 | -4 | 5 | -2 | -2 | -3 | -1
Furin inhibitor | -21[20 µM] | -29 | -11 | 0 | -16 | -18 | -11[20 µM] | -12
p97 ATPase inh | -1 | -10 | 3 | -8 | 7 | 5 | 5 | 3
BaF3 parental | 2 | 10 | -8 | 10 | 2 | 0 | -3 | 6
NCF1 inh | -14 | -5 | -10 | -11 | -12 | -11 | -21 | -22
PPC-1+TRAIL kill | 13 | 28 | -13 | 15 | 16 | 5 | 2 | 26
EP2 antag | 11 | 11 | 8 | 3 | 12 | 6 | 5 | 14
RBBP9 inh | 0 | -9 | 0 | -3 | 3 | 1 | -4 | -4
TbHK1 inh | 4 | -2 | -15 | 36 | 1 | 2 | -4 | 14

Entries of single compounds as entered above. Order of screens: Ba/F3 V617F tox	Furin inhibitor	p97 ATPase inh	BaF3 parental	NCF1 inh	PPC-1+TRAIL kill	EP2 antag	RBBP9 inh	TbHK1 inh
Entry for `Cc1ccc(S(=O)(=O)NCCC(c2ccc(F)cc2)c2ccco2)cc1` (stereo not given) → 5	0	-8	10	-11	15	3	-3	36
Entry for `CSc1cccc(CN2CCN(Cc3ccccc3)C(CCO)C2)c1` (stereo not given) → -2	-18	5	0	-11	5	6	1	2

(next part)
[9] O=C(COc1cccc2cccnc12)N/N=C1\SCC(=O)N1Cc1ccco1
[10] C/C(=N/NC(=O)c1cc(C(C)C)[nH]n1)c1cccs1
[11] Cc1cc(NC(=O)c2ccc(N3C(=O)C4C5C=CC(C5)C4C3=O)cc2)no1 (stereo not given)
[12] Cc1ccc(S(=O)(=O)N2CCC(=O)N(C(COCc3ccc(Cl)cc3Cl)Cc3ccccc3)CC2)cc1 (stereo not given)
[13] COc1ccc(C2c3sc(=O)[nH]c3SC3C4CCC(C4)C23)cc1OC (stereo not given)
[14] CCCCS(=O)(=O)Nc1ccc(C)cn1
[15] C=CCc1cc(Cl)ccc1OCCOCCNC(C)CC (stereo not given)
[16] O=S(=O)(c1ccc2ccccc2c1)N1CCN=C1SCc1cccnc1
screen / no. | 9 | 10 | 11 | 12 | 13 | 14 | 15 | 16
Ba/F3 V617F tox | 2 | -1 | 2 | 3 | -1 | 0 | 0 | 1
Furin inhibitor | -6[20 µM] | -22[20 µM] | -20 | -9 | -14[20 µM] | -20 | -36 | -24
p97 ATPase inh | -3 | -6 | -3 | 0 | -7 | -3 | -3 | -5
BaF3 parental | 7 | 5 | 9 | 6 | 6 | 3 | 7 | 2
NCF1 inh | -3 | -7 | -1 | -11 | -8 | 1 | . | -5
PPC-1+TRAIL kill | 16 | 24 | -2 | 3 | 4 | 8 | 14 | -11
EP2 antag | 6 | 7 | 9 | 12 | 16 | 4 | 5 | 14
RBBP9 inh | -6 | -6 | -8 | -3 | 0 | -11 | 5 | -3
TbHK1 inh | 8 | -18 | 2 | 9 | -4 | 20 | 2 | -4

[17] O=C1c2ccccc2C(=O)N1Cc1cc(-c2ccccc2)no1
[18] Cn1c(CCNC(=O)C2CCCCC2)nc2cc(NC(=O)c3cccs3)ccc21
[19] Cn1c(N)c(C(=O)COC(=O)CSc2ccc3ccccc3c2)c(=O)n(C)c1=O
[20] O=C(CSc1nnc(Cc2ccccc2)o1)NCc1ccco1
[21] O=c1[nH]c2cc3c(cc2cc1CN(CC1CCCO1)S(=O)(=O)c1ccc(Cl)cc1)OCCO3 (stereo not given)
[22] CC1CCCN(c2cc3c(cc2[N+](=O)[O-])C(=O)N(c2ccccc2)C3=O)C1 (stereo not given)
[23] CC1CCN(c2nc(NCc3ccco3)nc(N)c2[N+](=O)[O-])CC1
[24] O=c1cc2c(nn1Cc1c(Cl)cccc1Cl)-c1ccccc1CC2
screen / no. | 17 | 18 | 19 | 20 | 21 | 22 | 23 | 24
Ba/F3 V617F tox | 1 | -3 | 2 | 1 | 4 | 0 | -1 | 1
Furin inhibitor | -11[20 µM] | -22 | -14 | -12 | -20 | -25 | -7 | -2[20 µM]
p97 ATPase inh | -7 | 6 | 1 | 6 | -7 | 4 | 1 | -7
BaF3 parental | 3 | 6 | 8 | 4 | 5 | 5 | 6 | 5
NCF1 inh | 3 | 2 | -11 | -10 | -4 | -9 | -4 | -12
PPC-1+TRAIL kill | 3 | 33 | 5 | -31 | 7 | 12 | 24 | 6
EP2 antag | 5 | 2 | 18 | 8 | 8 | 8 | 6 | 8
RBBP9 inh | 0 | -5 | 1 | 6 | 0 | -8 | -9 | -11
TbHK1 inh | -2 | 0 | -9 | 5 | 1 | -3 | -1 | -6

[25] C=C(C)CNC(=S)N/N=C1\CCCCc2ccccc21
[26] O=C(NCc1cccnc1)c1nnc(Cc2ccc(F)cc2)o1
[27] N#Cc1c(N2CCCC2)nc(N)c2c(N)nc(N3CCCC3)cc12
[28] COc1cccc(NC(=O)CSc2nnc(-c3cccc(OC(C)C)c3)n2N)c1
[29] O=c1c(-c2nnc(SCc3ccc(Cl)c(Cl)c3)o2)cccn1Cc1ccccc1
[30] CSc1ccc(/C=N/NC(=O)CN2CCN(Cc3ccccc3Cl)CC2)cc1
[31] O=C(Nc1ccc(C(=O)N2CCCC2)cc1)Nc1ccc(Cl)cc1Cl
[32] CC1(c2ccc(OC(F)F)cc2)NC(=O)N(CC(=O)Nc2cccc(S(N)(=O)=O)c2)C1=O (stereo not given)
screen / no. | 25 | 26 | 27 | 28 | 29 | 30 | 31 | 32
Ba/F3 V617F tox | -2 | . | 4 | 2 | 5 | -1 | 1 | -2
Furin inhibitor | -8 | -15 | -10 | -21 | -11[20 µM] | -9 | -14 | -24
p97 ATPase inh | 2 | . | -5 | 0 | -8 | 3 | 2 | 4
BaF3 parental | 5 | . | 5 | 3 | 3 | 4 | 6 | -4
NCF1 inh | -3 | 5 | -18 | -3 | 8 | -1 | 1 | -18
PPC-1+TRAIL kill | -2 | 12 | 11 | 8 | -3 | 22 | -1 | -10
EP2 antag | 5 | . | 24 | 9 | 4 | 14 | 9 | 4
RBBP9 inh | -8 | . | -10 | 3 | -7 | -1 | -6 | -6
TbHK1 inh | 2 | 3 | 3 | -3 | 13 | -21 | -5 | -3

Entries above with an NH in an aromatic ring (4):
[3] CCc1ccc(C2c3[nH]c4ccccc4c3CCN2C(=O)c2ccc(=O)n(C)n2)cc1 (stereo not given)
[10] C/C(=N/NC(=O)c1cc(C(C)C)[nH]n1)c1cccs1
[13] COc1ccc(C2c3sc(=O)[nH]c3SC3C4CCC(C4)C23)cc1OC (stereo not given)
[21] O=c1[nH]c2cc3c(cc2cc1CN(CC1CCCO1)S(=O)(=O)c1ccc(Cl)cc1)OCCO3 (stereo not given)
screen / no. | 3 | 10 | 13 | 21
Ba/F3 V617F tox | -4 | -1 | -1 | 4
Furin inhibitor | -11 | -22[20 µM] | -14[20 µM] | -20
p97 ATPase inh | 3 | -6 | -7 | -7
BaF3 parental | -8 | 5 | 6 | 5
NCF1 inh | -10 | -7 | -8 | -4
PPC-1+TRAIL kill | -13 | 24 | 4 | 7
EP2 antag | 8 | 7 | 16 | 8
RBBP9 inh | 0 | -6 | 0 | 0
TbHK1 inh | -15 | -18 | -4 | 1

Additional results.
[33] CC1CC(NC2=NCCS2)CC(C)(C)C1 (stereo not given)
[34] Cc1cc(NC(=O)/C=C/c2ccco2)ccc1NC(=O)c1ccccc1
[35] CCOC(=O)C(=CNc1ccc(Oc2cncc(Cl)c2)nc1)C(=O)OCC
[36] C#CCOCCOCCOCCNc1nc(N2CCN(C(=O)C([C@@H](C)CC)n3cc(C(N)Cc4ccc(O)cc4)nn3)CC2)nc(N2CCN(C(=O)[C@H](CCC(=O)O)n3cc(C(N)[C@H](C)CC)nn3)CC2)n1 (stereo not given in full)
[37] Cc1nc(Nc2nc(CSc3ccc(Cl)cc3)cc(=O)[nH]2)nc2ccccc12
[38] CCCC(=O)NC(=S)NNC(=O)c1ccc([N+](=O)[O-])cc1
[39] COCCNC(=O)C(c1ccc(OC)cc1)N(C(=O)Cn1nnc2ccccc21)c1cccnc1 (stereo not given)
[40] CCOC(=O)c1ccc(Oc2c(C)oc3cc(OS(C)(=O)=O)ccc3c2=O)cc1
screen / no. | 33 | 34 | 35 | 36 | 37 | 38 | 39 | 40
Ba/F3 V617F tox | -1 | 0 | 0 | 0 | 1 | 4 | 0 | -2
Furin inhibitor | -11 | -11 | -8 | -31 | -28 | -14 | -30 | -15
p97 ATPase inh | 7 | 0 | -3 | -1 | -2 | -2 | 11 | 1
BaF3 parental | -3 | 8 | 1 | 1 | 7 | 4 | 4 | 2
NCF1 inh | -11 | -7 | -2 | 0 | -2 | -2 | -5 | -10
PPC-1+TRAIL kill | 24 | 19 | 6 | 22 | 19 | -27 | . | 4
EP2 antag | 11 | 25 | 7 | 4 | 5 | 2 | 6 | 6
RBBP9 inh | -3 | 2 | -11 | 2 | -8 | -11 | -6 | -4
TbHK1 inh | 1 | -24 | -43 | -10 | -13 | -9 | 5 | 0

[41] Cc1cc(C)n(-c2nc3ccccc3c(=O)n2OCC(=O)Nc2c(C)cccc2C)n1
[42] COc1ccc(SC[C@H](CC(C)C)N2CCN(C)CCC2=O)cc1
[43] O=C(NC1(C(F)(F)F)NC(=O)N(C2CCCCC2)C1=O)C1CC1 (stereo not given)
[44] OC(CN1C2=NCCCN2c2ccccc21)c1ccc2c(c1)OCO2 (stereo not given)
[45] CCN1CCc2c(OCC(=O)Nc3cccc(C)c3C)cccc2C1=O
[46] Cc1cc(NCc2ccccn2)n2nc(C)c(-c3ccccc3)c2n1
[47] COC(=O)Cn1c(=O)sc2ccccc21
[48] CCC(C)(C)C1CCC(=NNC(=O)c2ccc(Br)o2)CC1 (stereo not given)
screen / no. | 41 | 42 | 43 | 44 | 45 | 46 | 47 | 48
Ba/F3 V617F tox | 1 | . | 4 | 2 | -2 | 9 | 1 | -2
Furin inhibitor | -10 | -35 | -24 | -27 | 6 | -23 | -17 | -23
p97 ATPase inh | -2 | . | 1 | 1 | 1 | -1 | 0 | 6
BaF3 parental | 6 | . | 3 | 2 | 0 | 9 | 3 | 2
NCF1 inh | -5 | -19 | . | 7 | -12 | -9 | 12 | -4
PPC-1+TRAIL kill | 39 | 18 | 12 | 16 | -3 | 12 | -23 | 2
EP2 antag | 8 | 21 | 5 | 14 | 5 | 10 | 3 | 8
RBBP9 inh | 5 | . | 1 | 3 | 1 | 9 | 3 | 1
TbHK1 inh | -1 | -12 | -1 | 1 | 1 | -17 | -1 | 7

Assay outcomes from PubChem.
